# Scp-1 inhibitor: Scp-1 phosphatase inhibitors, primary screen, biochemical, colorimetric, uHTS. Recombinant Scp1, phosphopeptide, malachite green phosphate absorbance. Carboxy-terminal domain RNA polymerase II polypeptide A small phosphatase 1 (Homo …. inhibition, % at 20 µM. 340,000 compounds, 0.88% hits;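 active means inhibition above about 50% at 20 µM, limit read from the data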;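 further: plate controls were DMSO wells with enzyme for no effect and wells lacking enzyme for full effect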
#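 Test system – truncated SCP-1 phosphatase (76-261aa) · Reagent – Phosphorylated 17-residue peptide substrate · Incubation – 45 min room-temperature reaction, 5 min colour, 30 min stabiliser · Detection – colorimetric phosphate reagent with accelerator and stabiliser, absorbance at 630 nm · Measure – % inhibition at 20 µM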
# LMPTP block: LMPTP phosphatase inhibitors, primary screen, biochemical, fluorescence intensity, uHTS | Low molecular weight phosphotyrosine protein phosphatase (Homo sapiens), P24666 | recombinant LMPTP-A, OMFP fluorogenic substrate | inhibition, % at 20 µM | 360,000 compounds, 0.22% hits;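 active means compounds that cut the enzyme signal by at least half of the control window in the single-dose screen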;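 further: plate controls were DMSO wells with enzyme plus substrate for no effect and substrate without enzyme for full effect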
#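 Test system: LMPTP-A phosphatase enzyme. Amount: LMPTP-A at 0.625 nM final in the reaction. Reagent: OMFP substrate, 400 µM final. Times: 50 min at room temperature. Signal: endpoint fluorescence intensity from OMFP dephosphorylation. Read-out basis: % inhibition. Benchmarks: no-enzyme and uninhibited controls.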
# SUMO1-SIM PPI: modulators of SUMO1 protein-protein interactions, primary screen, biochemical, uHTS; Small ubiquitin-related modifier 1 (Homo sapiens), P63165; SUMO1 binding to a labelled peptide, TR-FRET, 1 h; inhibition, % at 20 µM; 360,000 compounds, 0.33% hits; in the data active means inhibition above about 37%
# CSN inh: inhibitors of CSN-mediated cullin deneddylation, primary screen, biochemical, fluorescence polarization, uHTS; Purified CSN, SCF-Nedd8-OG deneddylation; inhibition, % at 12.5 µM; 360,000 compounds, 0.38% hits; AID 651999, 2013;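 active means pattern-corrected inhibition above about 35%, with an unprinted fluorescence ratio check between 0.5 and 1.5, limit read from the data, passing the limit was not always enough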;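 further: 0% = enzyme with substrate and 100% = substrate without enzyme; some results filed as inactive read as strong as hits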
#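 assay system = purified human Csn5 enzyme expressed in HEK293T cells | amount = 0.24 nM enzyme | buffer or medium = Tris/NaCl/DTT buffer, pH 7.5 | reagent = 10 nM SCFSkp2-Nedd8OG | compound = one concentration, 12.5 µM, 0.25% DMSO | times = 90 min reaction at room temperature | signal = FP | read-out basis = % inhibition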
# NadD block: inhibitors of S. aureus NadD, primary screen, biochemical, colorimetric, uHTS; Nicotinate-nucleotide adenylyltransferase NadD (Staphylococcus aureus N315); purified NadD enzyme, colorimetric absorbance read-out; inhibition, % at 20 µM; 360,000 compounds, 0.78% hits; in the data active means inhibition above about 26%; further: some compounds past the cut are filed as inactive
# DNMT1 block: human DNMT1 methyltransferase inhibitors, primary screen, biochemical, molecular beacon, fluorescence, HinP1I cleavage, uHTS; DNA (cytosine-5)-methyltransferase 1 (Homo sapiens), P26358; AID 588458, 2011; 360,000 compounds, 0.83% hits; inhibition (reported as % activation of signal), % at 10 µM; in the data active means inhibition above about 50%
# Target sequence (P26358 504-1616 limits assumed): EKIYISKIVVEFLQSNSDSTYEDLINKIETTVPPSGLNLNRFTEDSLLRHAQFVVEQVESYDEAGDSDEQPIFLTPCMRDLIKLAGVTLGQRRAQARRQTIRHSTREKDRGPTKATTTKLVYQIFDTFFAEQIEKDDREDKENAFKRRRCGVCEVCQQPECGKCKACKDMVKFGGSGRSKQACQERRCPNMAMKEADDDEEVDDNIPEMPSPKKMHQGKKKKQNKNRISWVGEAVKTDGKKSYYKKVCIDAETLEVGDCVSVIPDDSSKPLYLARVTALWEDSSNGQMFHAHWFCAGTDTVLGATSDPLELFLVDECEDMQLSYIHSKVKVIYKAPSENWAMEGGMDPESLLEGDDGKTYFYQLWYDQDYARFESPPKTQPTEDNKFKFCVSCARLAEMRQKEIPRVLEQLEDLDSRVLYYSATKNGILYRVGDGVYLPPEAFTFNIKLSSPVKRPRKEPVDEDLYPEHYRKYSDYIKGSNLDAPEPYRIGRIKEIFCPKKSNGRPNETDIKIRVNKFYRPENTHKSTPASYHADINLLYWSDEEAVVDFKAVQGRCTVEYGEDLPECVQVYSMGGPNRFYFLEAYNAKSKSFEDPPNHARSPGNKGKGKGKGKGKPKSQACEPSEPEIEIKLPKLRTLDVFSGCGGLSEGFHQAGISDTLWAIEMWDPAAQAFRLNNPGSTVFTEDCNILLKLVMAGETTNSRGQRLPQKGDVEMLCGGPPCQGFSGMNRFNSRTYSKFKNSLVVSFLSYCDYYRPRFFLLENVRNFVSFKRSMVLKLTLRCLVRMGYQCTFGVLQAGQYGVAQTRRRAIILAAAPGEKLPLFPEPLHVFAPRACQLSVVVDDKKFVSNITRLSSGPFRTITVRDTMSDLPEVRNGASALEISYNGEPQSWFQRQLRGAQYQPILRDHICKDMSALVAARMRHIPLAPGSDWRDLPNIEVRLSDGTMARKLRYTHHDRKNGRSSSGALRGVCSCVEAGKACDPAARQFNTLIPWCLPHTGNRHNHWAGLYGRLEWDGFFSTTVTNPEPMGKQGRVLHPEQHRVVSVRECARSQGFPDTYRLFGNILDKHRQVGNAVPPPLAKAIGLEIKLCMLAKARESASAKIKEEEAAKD
# Rpn11 block: Rpn11 (PSMD14) deubiquitinase inhibitors, primary screen, biochemical, fluorescence polarization, uHTS; human 26S proteasome, Ub4-pepOG fluorescence polarization; 20S core pre-blocked with epoxomicin; calls only at 20 µM; 360,000 compounds, 0.59% hits;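 active means inhibition at 20 µM, scaled to each plate's controls, above about 33%, limit read from the data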
# MsrA inhibitor: bovine MsrA enzyme inhibitors, primary screen, biochemical, absorbance, HTS | purified bovine MsrA, absorbance read-out | inhibition, % at 15.5 µM | 360,000 compounds, 0.75% hits; in the data active means inhibition above about 4.5%;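 further: 0% = vehicle wells with enzyme and 100% = reference inhibitor wells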
# TbMetRS inhib: T. brucei MetRS inhibitors, primary screen, biochemical, luminescence; methionyl-tRNA synthetase (Trypanosoma brucei brucei); purified T. brucei MetRS, ATP depletion, Kinase-Glo luminescence; inhibition, % at 11.9 µM; 360,000 compounds, 0.4% hits; AID 624268, 2012;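 active means inhibition above a per-plate cutoff of the control wells' mean inhibition plus 3 SD, cut at about 5.5% in these data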;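 further: 0% = DMSO wells median and 100% = median of wells with control inhibitor compound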
#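 Material: T. brucei methionyl-tRNA synthetase, purified; reagent: substrates ATP, L-methionine and bulk Escherichia coli tRNA; dosing: 11.9 µM single point; timing: 15 min plus 2 h at 25 °C; detection: luminescence of leftover ATP; evaluation: % inhibition; control set: DMSO-only wells as low control; replicates: singlicate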
# STEP block: STEP phosphatase inhibitors, primary screen, biochemical, fluorescence intensity, uHTS; Tyrosine-protein phosphatase non-receptor type 5 (Homo sapiens), P54829; recombinant STEP, OMFP fluorogenic substrate; inhibition, % at 20 µM; 360,000 compounds, 0.25% hits; AID 588621, 2011;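 active means inhibition at 20 µM, scaled per plate between control wells, above about 37%, limit read from the data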;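 further: 0% = DMSO with enzyme and substrate and 100% = substrate only without enzyme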
#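 Material: STEP (striatal-enriched tyrosine phosphatase) enzyme, cell-free; Compound dosing: 20 µM single dose in 1% DMSO; Technique: fluorescence read at 480 nm ex / 540 nm em; Times: reaction 20 min, ambient temperature; Medium: 50 mM Bis-Tris pH 6.0 with 2.5 mM DTT and 0.005% Tween 20; Also added: OMFP at 25 µM.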
# * marks the source's active call; other numbers are inactive results; i = inactive; nt = no result given. An unsorted share of the library; 3.9% or so of the library scored in one or more.
compound	Scp-1 inhibitor	LMPTP block	SUMO1-SIM PPI	CSN inh	NadD block	DNMT1 block	Rpn11 block	MsrA inhibitor	TbMetRS inhib	STEP block
CC(C)(C)[C@@H]1C=C(C(=O)N2CCN(Cc3ccccc3)CC2)O[C@H](OCc2ccc(CO)cc2)C1	-4	0.5	0	-1	0	-2	i	0.1	-0.2	3
CCN(c1ccccc1)S(=O)(=O)c1cc(NC(=O)CN2CCN(C)CC2)ccc1Cl	-5	-1.3	2	4	-1	-1	i	-1.4	0.3	-2
COc1ccc(CNC(=O)CCC(=O)c2ccccc2)cc1	-2	0.1	2	0	-1	-4	i	-0.4	-0.1	0
COc1ccc(C(=O)OCc2cc(=O)oc3cc(C)ccc23)cc1S(=O)(=O)N1CCOCC1	nt	-1.8	-5	6	-4	0	i	0.0	-0.4	-1
CCOC(=O)c1ccccc1NC1OC(=O)c2ccccc21 (configuration not stated)	-5	-1.9	0	2	-2	4	i	1.8	-0.8	0
N#Cc1cnc2c(-c3ccccc3)c(-c3ccccc3)nn2c1N	-3	0.1	0	-2	7	1	i	-0.8	0.3	-1
CSCCC(NS(=O)(=O)c1ccc2c(c1)oc(=O)n2C)C(=O)NC1CCN(Cc2ccccc2)CC1 (configuration not stated)	-7	-0.5	5	4	-5	-1	i	0.7	0.2	-2
COc1ccc(-c2occ(C(=O)O)c2C(=O)O)cc1	-2	-0.9	3	-1	4	3	i	-0.4	0.7	6
O=C(N/C(=C/c1ccc(Cl)cc1)c1nc2ccccc2[nH]1)c1ccco1	1	0.1	-3	2	-3	-1	i	4.0	-0.7	1
CC(C)CC(=O)Nc1ccc(OCC(=O)O)cc1	-1	-0.6	0	-3	1	3	i	-0.1	0.5	0
COc1ccc(NC(=O)CSc2nnc3ccc(-c4cccnc4)nn23)cc1	1	-0.3	-23	6	-2	-2	i	0.7	-0.5	1
COc1ccc(OC)c(CNC(=O)CCC(=O)N2Cc3cccc(OC)c3Oc3ncccc32)c1	-7	-2.5	1	4	-4	-5	i	-1.5	-0.2	-1
N#CC1C(=O)NC(=O)C(C#N)C12CCCC(C(F)(F)F)C2 (configuration not stated)	7	-2.5	0	6	-2	2	i	-0.5	-0.4	-1
COc1ccc2c(c1)c1c(c(=O)n(-c3ccc(C)cc3)c(=O)n1CC(=O)NCC1CCCO1)n2C (configuration not stated)	nt	0.2	-17	-2	1	98*	i	0.2	-0.2	-1
C=CCNC(=S)N1CCN(CCN=CC2=C(O)CC(c3cccs3)CC2=O)CC1 (configuration not stated)	-7	-2.0	-8	2	-5	-4	i	0.0	-0.7	-4
CCOc1ccc(NC(=O)c2cc(S(=O)(=O)N3CCCCC3)c[nH]2)cc1	-13	-0.6	0	2	-5	-2	i	0.9	-0.6	-1
Cc1cccc(NC(=O)c2cc(Cl)sc2Cl)c1C	-3	-1.3	-3	-4	0	6	i	1.8	-0.1	-4
CSCCC(c1nc2ccccc2[nH]1)n1c(-c2ccc(C)cc2)nc2ccccc21 (configuration not stated)	nt	2.5	1	-4	nt	nt	nt	1.0	-0.2	nt
Cc1ccc(-n2[nH]c3c4c(ccc3c2=O)C(=O)c2ccccc2C4=O)cc1	-2	1.0	-14	-7	0	3	i	0.7	0.0	-4
CNS(=O)(=O)c1cc(N(C)S(=O)(=O)c2ccc(C)cc2)c(C)cc1C	-6	0.1	0	-1	6	2	i	-0.7	-0.7	1
O=C(O/N=C/C1=C(Cl)c2ccccc2CC1)c1ccc(F)cc1	-13	-0.9	-2	1	0	0	i	-0.8	-1.2	4
COc1ccc(S(=O)(=O)N(C)C)cc1NC(=O)CSc1nncs1	-3	0.7	1	-2	-2	0	i	0.7	0.3	-2
COc1cccc(Nc2nc(-c3sc(NC(=O)c4ccco4)nc3C)cs2)c1	10	1.8	3	8	30*	-47	i	0.2	-0.4	-2
CCc1ccc(Nc2nc(N)nc(CSc3nnnn3-c3ccccc3)n2)cc1	11	-0.2	4	8	2	32	i	0.5	-0.3	-1
CC(=O)c1ccc(N2CCN(C(=O)C3CCN(C(=O)Nc4ccccc4)CC3)CC2)cc1	-6	-0.2	1	4	-3	-4	i	2.6	-0.4	-1
O=C(N/N=C/c1cn(Cc2ccccc2)c2ccccc12)c1cccnc1	-20	2.3	-4	0	-2	-1	i	3.6	0.3	1
CCOC(=O)c1[nH]c2ccc(OC)cc2c1NC(=O)OC	-3	-2.1	0	-6	-7	-2	i	0.8	-0.1	3
CCCc1nc(SCC(=O)NNC(=O)C2CCCCC2)c2ccccc2n1	7	-2.0	1	4	-9	45	i	-0.1	-0.1	-5
CCOC(=O)C1CCCN(C(=O)c2ccc(CNc3c(N4CCC(C)CC4)c(=O)c3=O)cc2)C1 (configuration not stated)	-10	-1.1	2	-1	-2	1	i	0.1	-0.3	3
CC1(C)Cc2c(sc3nc(C4CCCCC4)n(N)c(=O)c23)CO1	0	0.0	0	-3	2	-1	i	0.3	1.8	-1

# Limited to NadD block (three entries from above):
canonical_smiles | NadD block
CSCCC(NS(=O)(=O)c1ccc2c(c1)oc(=O)n2C)C(=O)NC1CCN(Cc2ccccc2)CC1 (configuration not stated) | -5
COc1ccc(S(=O)(=O)N(C)C)cc1NC(=O)CSc1nncs1 | -2
COc1ccc(CNC(=O)CCC(=O)c2ccccc2)cc1 | -1

# Further compounds
compound	Scp-1 inhibitor	LMPTP block	SUMO1-SIM PPI	CSN inh	NadD block	DNMT1 block	Rpn11 block	MsrA inhibitor	TbMetRS inhib	STEP block
COC(=O)c1sc(NC(=O)COc2ccccc2OC)nc1C	0	-0.6	-2	-1	-2	1	i	-0.3	-0.8	0
CC(C)Cc1ccc(/C=C/C(=O)NC2CC2)cc1	-10	-0.1	-6	-1	-7	-3	i	0.5	-0.6	-4
CCn1c(-c2ccc(F)cc2)n[nH]c1=S	-4	-0.1	-2	-4	2	5	i	-0.6	-0.7	-2
COc1ccc(-n2c(SCc3ccccn3)nc3c(c2=O)SCC3)cc1OC	6	-0.7	-22	-6	-6	1	i	3.0	-0.6	-1
CCOC(=O)CSC1=NC(=O)/C(=C\c2ccc(OC(C)=O)cc2)S1	-4	-2.6	-8	0	1	3	i	5.4*	0.8	2
COCCN(C(=O)c1csnn1)C(C(=O)NC1CCCCC1)c1ccc(Cl)cc1 (configuration not stated)	-1	-0.3	8	4	4	1	i	1.7	9.2*	1
CC(C)N1C(=O)/C(=C\c2nc3ccccc3c(=O)n2-c2ccccc2)c2ccccc21	-9	1.0	-16	-2	5	-6	i	0.0	0.1	3
Cc1nc2ccc(NC(=O)c3cccc(S(=O)(=O)N(C)c4ccccc4)c3)cc2s1	-8	1.3	7	-7	-9	-2	i	nt	-0.7	-1
COc1ccc(/C=N\NC(=O)c2cccc(F)c2)cc1COc1ccccc1	4	4.2	2	5	-1	-5	i	0.4	-0.2	2
CCCCCOc1ccc(NC2=CC(=O)CCC2)cc1	0	-1.4	-1	-4	1	1	i	2.5	0.7	1
O=C(NCCc1c[nH]c2ccccc12)c1ccc(Cl)cc1	-8	0.3	-3	2	-8	-2	i	-0.5	0.1	1
Cc1ccc2nsnc2c1S(=O)(=O)Nc1cccc2nsnc12	-3	0.8	-5	-4	-2	0	i	-0.4	0.0	2
COc1ccc(NC(=O)COC(=O)C2CCCCC2)c([N+](=O)[O-])c1	-1	-1.4	-24	-2	-9	-4	i	12*	-0.4	0
Cc1ccnc(NS(=O)(=O)c2ccccc2)n1	1	-2.0	-2	-2	3	2	i	0.2	-0.4	-1
CC(C)[C@H]1COCCS(=O)(=O)N1Cc1ccccc1-c1cccc2c1oc1ccccc12	-9	4.0	1	-7	5	-15	i	1.5	-0.5	-1
CC(C)C(C(=O)N1CCN(Cc2ccccc2)CC1)c1ccccc1 (configuration not stated)	-9	-4.9	2	2	-5	0	i	-1.7	-0.3	0
Cc1ccccc1NC(=O)CCc1nnc2ccc(N3CCC4(CC3)OCCO4)nn12	-6	-1.1	-5	-2	0	-2	i	0.5	0.2	-2
Cc1cccc(NC(=S)NNc2ncc(C(F)(F)F)cc2Cl)c1	-7	-0.7	-3	-7	1	0	i	0.8	-0.7	-4
COCC(=O)Nc1ccc2nc3n(c(=O)c2c1)CCCCC3	-14	-2.5	-3	-5	-3	4	i	0.2	0.1	8
CCOc1ccc(N2CC(C(=O)N3CCCC3)CC2=O)cc1 (configuration not stated)	1	-3.3	1	3	3	-2	i	-1.6	0.1	0
CCn1cc(Br)c(C(=O)N2CCN(c3ccccc3)CC2)n1	-12	-0.1	2	7	2	-1	i	-1.2	0.2	0
O=c1nccc(NCc2ccco2)[nH]1	-11	2.0	9	-4	2	2	i	1.4	-0.5	-4
CN(c1ccccc1)S(=O)(=O)c1ccc(NC(=S)NC(=O)c2ccccc2)cc1	0	3.3	-3	2	-6	-3	i	1.6	-1.7	2
COc1ccc(-c2nn(-c3ccccc3)cc2/C=N/Nc2ccc(S(N)(=O)=O)cc2[N+](=O)[O-])cc1OC	4	6.8	-23	4	13	-13	i	0.2	-0.5	1
CC1CCN(C(=O)Cn2c(=O)c3cccn3c3ccccc32)CC1	-4	0.4	-1	4	-1	2	i	0.8	-0.1	-1
